Assay outcomes: PubChem BioAssay, several laboratories
eIF4E-4G inh: eIF4E/eIF4G interaction inhibition in translation initiation; inhibition, % at 21.7 µM; TR-FRET eIF4E-eIF4GI(517-606) binding, 2 h; 220,000 tested, 0.37% active;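 active means inhibition above about 30%, limit read from the data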;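 further: 0% = full FRET control wells and 100% = background wells lacking eIF4GI fragment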
Target sequence (P63073 whole entry, looked up, the tested form may be a part): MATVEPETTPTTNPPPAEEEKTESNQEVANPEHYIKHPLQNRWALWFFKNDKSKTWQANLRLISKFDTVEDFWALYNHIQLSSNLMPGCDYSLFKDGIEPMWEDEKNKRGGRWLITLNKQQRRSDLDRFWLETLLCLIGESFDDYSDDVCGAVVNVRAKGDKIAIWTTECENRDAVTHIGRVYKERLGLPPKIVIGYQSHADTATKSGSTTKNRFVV
Target sequence (Q04637 whole entry, looked up, the tested form may be a part): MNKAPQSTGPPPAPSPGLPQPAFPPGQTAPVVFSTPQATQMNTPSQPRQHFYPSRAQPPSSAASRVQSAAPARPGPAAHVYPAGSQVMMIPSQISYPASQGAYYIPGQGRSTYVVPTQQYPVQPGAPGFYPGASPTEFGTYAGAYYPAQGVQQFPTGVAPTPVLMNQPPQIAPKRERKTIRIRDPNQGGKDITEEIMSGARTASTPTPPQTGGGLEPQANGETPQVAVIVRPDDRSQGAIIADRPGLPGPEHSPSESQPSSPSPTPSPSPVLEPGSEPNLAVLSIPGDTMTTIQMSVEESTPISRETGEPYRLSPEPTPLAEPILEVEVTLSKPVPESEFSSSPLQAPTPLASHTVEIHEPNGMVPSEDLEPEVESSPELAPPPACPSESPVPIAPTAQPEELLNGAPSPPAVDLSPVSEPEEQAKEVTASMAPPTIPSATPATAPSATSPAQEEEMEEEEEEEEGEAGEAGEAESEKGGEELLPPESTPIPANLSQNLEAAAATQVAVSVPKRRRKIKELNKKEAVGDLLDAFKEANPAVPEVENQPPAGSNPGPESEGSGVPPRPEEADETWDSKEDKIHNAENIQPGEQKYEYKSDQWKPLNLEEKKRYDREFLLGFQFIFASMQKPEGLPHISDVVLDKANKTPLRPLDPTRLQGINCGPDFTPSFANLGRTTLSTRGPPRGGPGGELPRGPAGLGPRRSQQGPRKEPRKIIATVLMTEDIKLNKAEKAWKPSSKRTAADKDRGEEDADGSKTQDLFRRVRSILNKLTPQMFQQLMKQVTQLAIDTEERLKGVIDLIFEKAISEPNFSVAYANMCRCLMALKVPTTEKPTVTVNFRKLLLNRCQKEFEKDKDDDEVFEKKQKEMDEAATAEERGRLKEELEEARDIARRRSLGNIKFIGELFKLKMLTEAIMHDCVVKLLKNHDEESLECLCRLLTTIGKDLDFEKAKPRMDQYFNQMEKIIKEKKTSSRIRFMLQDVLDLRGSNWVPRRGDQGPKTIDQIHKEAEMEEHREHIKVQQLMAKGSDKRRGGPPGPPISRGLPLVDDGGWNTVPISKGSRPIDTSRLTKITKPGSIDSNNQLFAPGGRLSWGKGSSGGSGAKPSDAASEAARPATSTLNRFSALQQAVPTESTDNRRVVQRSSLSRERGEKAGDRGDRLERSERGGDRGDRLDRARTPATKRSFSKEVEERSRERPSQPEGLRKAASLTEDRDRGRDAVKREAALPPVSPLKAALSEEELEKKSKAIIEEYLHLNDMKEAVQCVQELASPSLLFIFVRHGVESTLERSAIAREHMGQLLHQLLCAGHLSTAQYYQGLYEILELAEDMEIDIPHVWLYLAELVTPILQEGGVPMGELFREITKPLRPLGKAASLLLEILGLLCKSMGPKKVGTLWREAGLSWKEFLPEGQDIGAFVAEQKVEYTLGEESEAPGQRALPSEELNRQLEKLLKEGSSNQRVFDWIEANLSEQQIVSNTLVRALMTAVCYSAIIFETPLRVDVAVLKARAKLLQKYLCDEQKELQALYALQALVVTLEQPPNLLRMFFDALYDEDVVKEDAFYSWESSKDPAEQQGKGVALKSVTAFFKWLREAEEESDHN
EP2 antag: inhibitors of human EP2 prostaglandin E2 receptor. P43116. C6 glioma cells expressing human EP2, cAMP TR-FRET; cells stimulated with saturating PGE2. 260,000 tested, 0.52% active. inhibition, % at 25 µM. AID 1422;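 active means percent inhibition above 40 after rounding to a whole number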;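 further: rat C6 glioma host cells with rolipram phosphodiesterase inhibitor present; the protocol text gives 20 µM as final concentration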
TbHK1 inh: T. brucei hexokinase 1 inhibition | inhibition, % at 10 µM | 220,000 tested, 0.11% active | AID 1430 | recombinant TbHK1, G6PDH-coupled NADH A340;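 active means inhibition of 50% or more in the single-dose primary screen; inactive means inhibition below 50%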
zVAD death inh: L929 zVAD cell death inhibition | viability rescue, % at 10 µM | L929 zVAD necroptosis rescue, ATP luminescence, 24 h; with zVAD 60 µM | 220,000 tested, 0.38% active | AID 1377;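 active means activation, scaled between plate controls, above about 75%, limit read from the data; inactive means activation under that limit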;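 further: 0% = zVAD with DMSO and 100% = DMSO alone without zVAD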
EP2 modulator: EP2 receptor (human) modulation; P43116; EP2-expressing cells, cAMP HTRF FRET, PGE2 co-stimulation; induction, % at 25 µM; 260,000 tested, 0.83% active; AID 940;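 active means compounds whose cAMP rise, as percent of the full-agonist control response, exceeds 60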;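 further: rat C6 glioma line stably carrying human EP2 under a CMV promoter; the protocol text gives 20 µM as final concentration; 100% = response of wells given 1 µM PGE2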
14-3-3 Bad inh: disrupts binding of bovine 14-3-3 zeta to phospho-Bad peptide | inhibition, % at 21.7 µM | 220,000 tested, 0.71% active | TR-FRET 14-3-3zeta/Dy647-pBad peptide displacement, 1 h | AID 781 | P63103;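 active means inhibition above about 70%, limit read from the data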;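 further: 0% = full 14-3-3 plus peptide FRET controls and 100% = background without 14-3-3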
Rad51 HR inh: Rad51 (human) homologous recombination inhibition. 200,000 tested, 0.085% active. inhibition, % at 10 µM. Q06609. hRad51 DNA strand exchange, fluorescence dequenching;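 active means inhibition above 40% at the single screening dose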;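 further: 0% = DMSO control wells and 100% = blanks with heterologous ssDNA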
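Read-out basis: percent inhibition relative to plate controls and blanks / Assay system: human Rad51 nucleoprotein filaments preassembled on unlabelled ssDNA / Timing: filaments 15 min 37 °C, then compound 30 min / Control set: per-plate controls and blanks / Technique: fluorescence dequenching at 485/520 nm / Compound: 10 µM final, single point / Also added: Fluorescein- and BHQ1-tagged 47-mer duplex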
Hck-Nef inh: human Hck-Nef kinase inhibition | 220,000 tested, 0.68% active | Recombinant Hck-YEEI plus Nef, Z-Lyte FRET kinase assay | P08631 | inhibition, % at 20 µM | AID 463187;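 active means Hck-Nef kinase inhibition above about 50%, limit read from the data; inactive means inhibition below that limit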;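 further: 0% = DMSO with Hck plus Nef and 100% = Hck alone without Nef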
Calpain2 inh: inhibitors of pig calpain II | purified calpain II, fluorogenic peptide substrate, 30 min | inhibition, % at 16 µM | 220,000 tested, 0.37% active | AID 1236;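 active means inhibition above about 50%, limit read from the data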
* marks the source's active call; other numbers are inactive results; / = no result given; & = joins results of further samples; [ ] = remark or other dose.

entry	Molecule	eIF4E-4G inh	EP2 antag	TbHK1 inh	zVAD death inh	EP2 modulator	14-3-3 Bad inh	Rad51 HR inh	Hck-Nef inh	Calpain2 inh
1	O=C1C2C3C=CC(CNS(=O)(=O)c4ccccc4[N+](=O)[O-])(O3)C2C(=O)N1c1ccccc1 (stereo not given)	0	6	-5	2.6	-29	-14	4	1	-29
2	O=C(c1ccco1)N1CCN(C(c2ccc(Cl)cc2)c2nnnn2CC2CCCO2)CC1 (stereo not given)	-3	26	-5	-0.1	15	81*	0	2	-13
3	Cc1ccc(N2CC(C(=O)Nc3ccccc3C(=O)NC3CCCCC3)CC2=O)cc1 (stereo not given)	0	5	4	0.4	27	-3	0	2	18
4	Cc1cccn2c(=O)c(C=O)c(N3CCSCC3)nc12	2	4	-18	-0.7	-6	-1	/	19	14
5	O=C1c2cccc3cccc(c23)C(=O)N1CC1CCN(S(=O)(=O)c2ccc(F)cc2)CC1	3	20	23	-0.2	-3	-12[fluorescence artefact?]	11	2	-176
6	COc1ccccc1-c1nnc(SC)n1C	0	2	11	0.3	-11	4	-6	16	35
7	C/[N+]([O-])=C1\Cc2ccccc2C1=O	0	13	-13	0.1	5	-18[fluorescence artefact?]	21	-1	4
8	Cc1ccc(/C=N/NC(=O)c2cccc(S(=O)(=O)Nc3ccccc3Cl)c2)o1	-1	11	1	1.4	-18	6[fluorescence artefact?]	-2	0	-13
9	COc1ccc(Nc2nc3cc(C)ccc3cc2C#N)c(OC)c1	-3	8&4	-17	0.4	10&17	0	-26	18	-26
10	CCOc1ncccc1C(=O)OCc1nnc(-c2ccccc2)o1	-6	21	-10	1.5	13	-4	3	0	-27
11	NC(=S)Cc1nc(-c2ccccc2)cs1	-8	16	-2	0.2	3	-2	/	10	-6
12	COCCNc1c([N+](=O)[O-])c(=O)n(-c2ccccc2)c2ccccc12	19	1	-7	0.0	26	-7	6	5	2
13	CCn1c(C)nc2cc(C(=O)NNS(=O)(=O)c3cc(Br)ccc3Br)ccc21	-1	5	-7	1.8	-10	10	1	3	13
14	CN(C)S(=O)(=O)c1ccc(Cl)c(NC(=O)COC(=O)/C=C/c2ccc(S(=O)(=O)N3CCOCC3)cc2)c1	3	10	-5	-0.2	-26	12	/	7	-11
15	Cc1ccc(SCc2nc3ccccc3n2CC(=O)Nc2ccc(Cl)cc2)cc1	-8	8	3	0.2	-9	-4	5	6	-20
16	Cc1ccc(CN2C3CCCC2CC(NC(=O)c2ccc(C)cc2)C3)cc1 (stereo not given)	1	8	3	0.9	-76	-1	-5	20	-24
17	O=C(OCc1cc2ccccc2[nH]c1=O)C1CCCCC1	5	11	-16	2.9	-55	14	-1	-1	13
18	O=C(O)CC[C@@H](C(=O)O)N1C(=O)c2ccccc2C1=O	-20	12&8	-2	0.9	1&28	-2	-5	11	-16
19	CCOc1cc(C=C(C(=O)OC)C(=O)OC)ccc1OCc1ccc([N+](=O)[O-])cc1	-5	16	-11	-0.5	-33	-5	8	2	-28
20	N#CCCn1nc(-c2ccc(Br)cc2)cc1Nc1ccccc1NC(=O)C(F)(F)F	1	8	-5	1.5	-49	-9	-1	4	13

Later entries
entry	Molecule	eIF4E-4G inh	EP2 antag	TbHK1 inh	zVAD death inh	EP2 modulator	14-3-3 Bad inh	Rad51 HR inh	Hck-Nef inh	Calpain2 inh
21	CC(C)(C)NC(=S)NCc1ccco1	4	10	-12	0.4	9	6	-33	0	-10
22	COc1ccc(/C=N/NC(=O)c2cccc(NC(=O)c3ccccc3Cl)c2)cc1OC	-3	17	-16	2.2	-82	-2	37	1	-90
23	Cc1cccc(OCC(=O)Nc2cccc(-c3nnc(-c4ccccc4)o3)c2)c1C	-4	6	-2	0.0	8	3	3	6	-26
24	O=C(c1ccco1)N(Cc1ccc([N+](=O)[O-])cc1)c1ccc(Cl)cc1	-5[fluorescence artefact?]	3	0	0.1	16	3[fluorescence artefact?]	0	-1	41
25	Cc1ccsc1C=Nc1c(C)n(C)n(-c2ccccc2)c1=O	1	2	-5	-0.1	-3	10	1	1	0
26	CC1CCCC(NC(=O)COC(=O)CCC2CCCC2)C1C (stereo not given)	5	6	-6	0.9	13	1	1	-2	-14
27	CCOc1ccc(C(=O)NCC(=O)OCc2c(F)cccc2Cl)cc1	14	7	2	3.5	-35	-8[fluorescence artefact?]	8	1	3
28	O=C(CCC1CCCC1)Nc1ccc(Br)cn1	-1[fluorescence artefact?]	16	-4	-0.4	31	5	0	-3	-18
29	Cc1ccc(CN2CCN(CC(=O)NCc3ccc(Cl)cc3)C2=O)cc1	1	11	-6	0.4	4	-8	8	0	16
30	CC(C1CC1)N(C(=O)c1ccccc1O)c1ccccc1 (stereo not given)	19	9	1	1.3	-5	5	-1	-5	3
31	CN1CCN(c2ccccc2NC(=O)c2ccc(-c3ccc(Cl)cc3Cl)o2)CC1	4	6	-24	-0.1	34	-6	-10	-2	-37
32	O=C(O)c1ccc(CSCc2ccco2)cc1	-6	-1	-3	0.0	4	-7	-2	0	-2
33	CN(C)C(CNC(=O)CCCc1c[nH]c2ccccc12)c1ccco1 (stereo not given)	-3	6	-1	0.1	-13	-8	-2	3	-41
34	c1csc(CNc2ccc3c(c2)OCCO3)c1	9	2	-1	1.6	1	-8	/	4	9
35	CCOP(C)(=O)C1(C(=O)OCc2ccccc2)CC1 (stereo not given)	1	11	-5	0.4	19	-6	-1	-1	4
36	CCOC(=O)CSc1nnc(CNC(=O)c2cccs2)n1-c1cc(OC)ccc1OC	4	5	-3	0.0	0	-8[fluorescence artefact?]	7	0	-8
37	Cc1ccc(NC(=S)Nc2ccc(F)cc2)c(C)c1	3	5	0	-2.0	-46	-16	21	17	-30
38	CCOC(=O)c1c(/N=C/c2ccc(OC)cc2O)sc2c1CCN(C)C2	0	8	-12	0.4	-43	-9	-50	6	2
39	CCOC(=O)c1c(N2C(=O)Nc3ccccc3N2O)n[nH]c1-c1cccc(OC)c1	-1	8	-6	3.6	23	-2	-6	27	-12
40	CN(c1ccccc1C(=O)Nc1cccc([N+](=O)[O-])c1)S(C)(=O)=O	0	10	23	0.9	8	-21	-1	1	-17

Following part.
entry	Molecule	eIF4E-4G inh	EP2 antag	TbHK1 inh	zVAD death inh	EP2 modulator	14-3-3 Bad inh	Rad51 HR inh	Hck-Nef inh	Calpain2 inh
41	CN1CC2([N+](=O)[O-])CC=C(OCCO)C([N+](=O)[O-])(C1)C2 (stereo not given)	14	7	3	0.3	28	-4	9	0	-5
42	Cc1ccc(C)c(Nc2cc(C(=O)NCc3cccnc3)c3ccccc3n2)c1	2	8	-7	0.9	-46	-6	20	2	-17
43	c1ccc(-c2nnc(CN3CCN(c4ccccc4)CC3)o2)cc1	1	11	-2	1.4	-47	-6	18	16	-10
44	Cc1cc(C(=O)N2CCN(C(c3ccccc3)c3ccccc3)CC2)on1	0[fluorescence artefact?]	9	-14	-0.6	9	0[fluorescence artefact?]	10	1	22
45	O=C(CCN1C(=O)c2ccccc2C1=O)N1CCOCC1	-3	11	-5	0.0	22	5	4	7	-13
46	Cn1c(SCC(=O)NNC(=O)c2ccc(Cl)cc2)nnc1-c1cccnc1	-1	9	-4	0.2	-7	-8	5	11	-5
47	O=C(NCc1ccco1)c1ccccc1-c1nc(-c2ccccc2)no1	4	9	-1	-0.7	9	2	3	-18	-9
48	CSCCC(NC(=O)c1ccc([N+](=O)[O-])cc1Cl)C(=O)OCC(=O)NC1CCCC(C)C1C (stereo not given)	-4	10	30	0.0	-32	-10[fluorescence artefact?]	-7	-1	27
49	COc1cc(C(C#N)N2CCC(c3ccccc3)=N2)ccc1O (stereo not given)	0	8	-17	0.7	-19	-7	-69	18	1
50	Cc1cc(-c2nn(-c3ccccc3F)cc2CN2CCCC(O)C2)c(C)s1 (stereo not given)	6	2	-4	0.3	-5	1	18	-44	-3
51	O=C(C1CCC(Cn2c(=S)[nH]c3ccccc3c2=O)CC1)N1CCOCC1 (stereo not given)	8	9	-4	0.0	-20	5	-6	0	0
52	CCOc1ccc(OCC)c(NC(=O)CSc2nnc(Cn3cnc4ccccc43)n2C)c1	-2	11	1	-1.4	17	17	2	-14	2
53	CCOC(=O)COn1c(=O)c(=O)n(OC)c2ccccc21	14	12	-9	-0.2	31	8	-4	2	-33
54	N#Cc1nc(COc2ccc(Cl)cc2)oc1N1CCCCCC1	0	9	7	0.7	-10	9	-6	10	-4
55	CCC(C)c1ccccc1NC(=S)Nc1cccnc1 (stereo not given)	2	7	0	0.1	-7	-13	-2	0	19
56	Cn1c(=O)c2c(nc(N/N=C/c3cccs3)n2Cc2ccccc2)n(C)c1=O	5	9	-1	7.4	-1	4[fluorescence artefact?]	-6	1	-22
57	COc1ccc(S(=O)(=O)N2CCc3ccccc32)cc1C(=O)Nc1cccnc1	-6	12	-4	-0.1	-31	4	8	0	-15
58	Cc1cc(/C=C(\C#N)C(=O)Nc2ccccc2)c(C)n1-c1cccnc1	3[fluorescence artefact?]	12	-24	1.2	-5	-6[fluorescence artefact?]	-6	2	1
59	CC(C)(CO)N1CCN(C(=S)Nc2ccccc2)CC1	-8	6&7	-9	-0.7	-3&16	-2	20	13	-3
60	CCC(Oc1ccccc1)C(=O)Nc1ccc(-c2nnc(-c3ccco3)o2)cc1 (stereo not given)	1	8	-13	0.6	-46	5[fluorescence artefact?]	-4	9	-154
61	O=C(Nc1cccc(S(=O)(=O)N2CCCC2)c1)c1ccc2c(=O)n3c(nc2c1)CCCCC3	6	11	32	1.4	-37	6	-3	6	24
62	Cc1ccc(C2=Nc3ccc(Br)cc3C(c3ccncc3)=NN2)cc1	3	4	0	0.4	-52	-10	-9	22	-2

Ordered by molar mass (ascending): some entries from above
entry	Molecule	eIF4E-4G inh	EP2 antag	TbHK1 inh	zVAD death inh	EP2 modulator	14-3-3 Bad inh	Rad51 HR inh	Hck-Nef inh	Calpain2 inh
45	O=C(CCN1C(=O)c2ccccc2C1=O)N1CCOCC1	-3	11	-5	0.0	22	5	4	7	-13
56	Cn1c(=O)c2c(nc(N/N=C/c3cccs3)n2Cc2ccccc2)n(C)c1=O	5	9	-1	7.4	-1	4[fluorescence artefact?]	-6	1	-22
61	O=C(Nc1cccc(S(=O)(=O)N2CCCC2)c1)c1ccc2c(=O)n3c(nc2c1)CCCCC3	6	11	32	1.4	-37	6	-3	6	24

Some of the compounds tested; rates above refer to the full screens.
